TRb-SRC2 inh: qHTS for Inhibitors of the Interaction of Thyroid Hormone Receptor and Steroid Receptor Coregulator 2; TRbeta-SRC2 peptide binding, fluorescence polarization; receptor liganded with 1 µM T3; Potency, µM (doses to about 106 µM), inactives show top-dose activity change, negative = inhibition, usual class: inhibitors; hit rate 0.065% among 280,000;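 note: potency is the fitted concentration of half-maximal effect; plate controls were bound peptide for no effect and peptide without receptor for full effect; nearly all actives have a fitted effect of over 50% in size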
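Read-out is fluorescence polarization (555 nm excitation, 632 nm emission) of a Texas Red SRC2 coactivator peptide; loss of signal reflects blocked binding to human TRb ligand-binding domain in the presence of 1 uM T3.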
Tau fluor cs: Counterscreen qHTS for Inhibitors of Tau Fibril Formation, Fluorescence Polarization. hit rate 0.93% among 280,000. AID 1463, 2008. tau K18 P301L (four-repeat tau fragment) Alexa594 fluorescence, heparin fibrillization. Potency, µM (doses to about 57.7 µM), for inactives: at the top dose activity change, negative = decrease; note: potency is the fitted concentration of half-maximal effect; % is set by controls: 0 for no effect and ±100 for the full control effect; nearly all actives have a fitted effect of over 55% in size
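Human K18 P301L tau (15 uM unlabeled plus 0.24 uM Alexa 594-labeled, final) in 100 mM sodium acetate pH 7 was mixed with compound and 20 uM heparin and incubated 6 hr at 37 C.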
NPSR antag: qHTS Assay for Antagonists of the Neuropeptide S Receptor: cAMP Signal Transduction. CHO-NPSR cells, cAMP TR-FRET, antagonist mode. Q6W5P4. Potency, µM (series often up to 38.3 µM), without a hit: at the top dose activity change, negative = inhibition, usual class: inhibitors. hit rate 1% among 220,000; note: potency is the fitted concentration of half-maximal effect; % is set by controls: 0 for no effect and ±100 for the full control effect; nearly all actives have a fitted effect of over 50% in size; many of its hits are not listed in these tables
Target sequence (Q6W5P4 whole entry, looked up): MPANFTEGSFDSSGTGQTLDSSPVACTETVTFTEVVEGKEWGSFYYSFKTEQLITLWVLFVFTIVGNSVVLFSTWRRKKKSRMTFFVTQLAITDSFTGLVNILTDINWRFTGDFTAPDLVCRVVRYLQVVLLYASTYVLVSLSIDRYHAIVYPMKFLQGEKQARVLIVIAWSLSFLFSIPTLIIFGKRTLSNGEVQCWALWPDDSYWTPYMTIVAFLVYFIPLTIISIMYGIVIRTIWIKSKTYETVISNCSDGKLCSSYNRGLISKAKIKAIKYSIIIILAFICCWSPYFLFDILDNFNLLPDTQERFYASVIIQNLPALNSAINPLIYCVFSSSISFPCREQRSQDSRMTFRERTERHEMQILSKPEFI
Epigenetic reg: Quantitative High-Throughput Screen for Regulators of Epigenetic Control; murine LDR cells, GFP reporter derepression, 30 h; Potency, µM (highest dose often 53.9 µM), for the others: at the highest dose GFP activation, hits mostly activators; hit rate 0.2% among 280,000; AID 1865, 2009; note: potency is the fitted concentration of half-maximal effect; % of control where 0% means no effect; nearly all actives have a fitted effect of over 60% in size
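Readout is the number of GFP-expressing murine LDR cells, counted by cytometry following washing. Cells were treated with compound for 30 h at 37 C; the stably integrated CMV-GFP locus is normally silent.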
GLA spleen mod: qHTS Assay for Inhibitors and Activators of Human alpha-Galactosidase From Spleen Homogenate | AID 2107, 2009 | hit rate 0.008% among 240,000 | human spleen homogenate, 4MU-alpha-Gal fluorescence, 40 min | Potency, µM (top dose mostly 80 µM), for the others: top-dose activity change, negative = inhibition, most hits filed as inhibitors;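 note: potency is the fitted concentration of half-maximal effect; 0% = enzyme with vehicle and -100% = no enzyme basal signal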
Target sequence (P06280 32-429 limits assumed): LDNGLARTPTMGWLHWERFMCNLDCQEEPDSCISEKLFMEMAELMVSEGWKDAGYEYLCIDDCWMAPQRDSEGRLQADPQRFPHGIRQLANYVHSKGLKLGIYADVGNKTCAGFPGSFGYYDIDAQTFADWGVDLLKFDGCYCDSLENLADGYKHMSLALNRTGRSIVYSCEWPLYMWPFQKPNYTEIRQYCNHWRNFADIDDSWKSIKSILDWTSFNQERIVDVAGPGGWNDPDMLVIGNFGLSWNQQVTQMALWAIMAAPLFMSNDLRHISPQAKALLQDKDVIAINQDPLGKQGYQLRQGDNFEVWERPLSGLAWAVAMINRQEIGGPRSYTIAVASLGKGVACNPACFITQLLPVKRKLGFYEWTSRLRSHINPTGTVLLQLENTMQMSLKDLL
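Spleen homogenate 1 ug + cpd (titration) + 4-MU-alpha-D-galactopyranoside 1 mM; 37C 40 min; 50 mM citrate/phosphate pH 5.0, 0.01% Tween-20; stop pH 10; fluorescence 365/440; AC50 via Hill.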
Tau fibril FP: qHTS for Inhibitors of Tau Fibril Formation, Fluorescence Polarization | hit rate 0.39% among 280,000 | K18 P301L tau heparin fibrillization, Alexa594 FP, 6 h | Microtubule-associated protein tau (Homo sapiens), P10636 | Potency, µM (top dose mostly 57.7 µM), for the others: at the highest dose activity, negative = inhibition, most hits filed as inhibitors; note: potency is the fitted concentration of half-maximal effect; % is set by controls: 0 for no effect and ±100 for the full control effect; nearly all actives have a fitted effect of over 55% in size
Target sequence (P10636 561-689 P618L limits assumed): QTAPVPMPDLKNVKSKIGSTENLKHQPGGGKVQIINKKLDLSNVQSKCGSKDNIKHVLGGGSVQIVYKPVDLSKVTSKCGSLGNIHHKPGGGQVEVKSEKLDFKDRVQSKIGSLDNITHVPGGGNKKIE
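Compound effects on tau fibrillization are measured by Alexa 594 fluorescence polarization (ex 555, em 632 nm). K18 P301L tau is used at 15 uM with 0.24 uM labeled tracer, and 20 uM heparin induces aggregation over 6 hr at 37 C.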
CBFb RUNX1 block: qHTS Assay for Compounds Blocking the Interaction Between CBF-beta and RUNX1 for the Treatment of Acute Myeloid Leukemia; Runt-related transcription factor 1 (Homo sapiens) + Core-binding factor subunit beta …; AlphaScreen CBFb-His/RUNX1-biotin binding, biochemical; Potency, µM (series often up to 59.8 µM), for inactives: at the highest dose activity, negative = inhibition, actives largely listed as inhibitors; 230,000 tested, under 10 active; AID 1477, 2009; note: % of control where 0% means no effect
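His-tagged CBF-beta and biotinylated RUNX1 (30 nM each) were premixed 20 min at room temperature, exposed to compound for 15 min, then given nickel-chelate and streptavidin AlphaScreen beads (50 ng each). After 90 min, AlphaScreen signal was read.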
TR SRC2 fluor cs: Total Fluorescence Counterscreen for Inhibitors of the Interaction of Thyroid Hormone Receptor and Steroid Receptor Coregulator 2. TRb/SRC2 Texas Red total fluorescence interference. Potency, µM (highest dose often 106 µM), for the others: top-dose fluorescence change, negative = quenching. hit rate 0.29% among 280,000. AID 1479, 2009; active = well fitted curve in either direction with a large enough effect; inconclusive = small, poorly fitted or top-dose-only effect; note: potency is the fitted concentration of half-maximal effect; % is set by controls: 0 for no effect and ±100 for the full control effect
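Human TRb ligand-binding domain at 0.6 uM with 20 nM Texas Red SRC2 peptide in Tris buffer containing 1 uM T3 and 5% DMSO, incubated with compound 5 h at ambient temperature. Total fluorescence (555/632 nm) calculated as parallel + 2 × perpendicular.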
* = called active by the depositor; ? = inconclusive; . = not tested or not shown; & = joins results of further samples; [ ] = remark or other dose. Unless noted, calls come from the whole dose curve; as a rule, active = well fitted curve in the direction sought with a large enough effect; inconclusive = small, poorly fitted or top-dose-only effect, or another doubt; inactive = no such curve, though single readings can be large; an effect the other way counts as inactive or inconclusive. Some of the compounds tested (hit frequency here may not be typical).

cpd	SMILES	TRb-SRC2 inh	Tau fluor cs	NPSR antag	Epigenetic reg
1	COc1ccc(S(=O)(=O)N2CCCCCC2)cc1NC(=O)Cc1ccccc1	-7%	-19%	-26%	-4.2%
2	CC(C)c1ccc(Cn2ccc3c4c(N)nc(NC5CC5)nc4ccc32)cc1	-4%	?	.	2.4%
3	Cc1cccc(NC(=O)C(C)n2cc([N+](=O)[O-])cn2)n1 (stereo not given)	-8%	1%	-3%	6.8%
4	COc1cccc(C(=O)c2c[nH]c(C(=O)NCc3cccnc3)c2)c1	4%	5%	-26%	1.3%
5	CCOC(=O)c1sc(-c2cccc([N+](=O)[O-])c2)cc1N	6%	?	-21%	-3.0%
6	CCOC(=O)C(C)Oc1ccc2c(-c3cccc([N+](=O)[O-])c3)cc(=O)oc2c1 (stereo not given)	-12%	-23%	-28%	0.0%
7	COC(=O)N/N=C(\C)c1ccc(-n2ccnc2)cc1	-7%	-2%	0%	0.5%
8	CC(C)N(Cc1nc(-c2ccccc2)no1)C(=O)c1ccc(Cl)cc1	-4%	-24%	?	-0.2%
9	CCn1c(CNC(C)=O)nnc1SCC(=O)c1ccc(Br)cc1	-10%	9%	-5%[46.1 µM]	-2.1%
10	CCCCN(C)C(=O)CSc1nc2ccccc2nc1Cc1ccc(C)cc1	-1%	-10%	.	0.0%
11	Cc1ccc(CNC(=O)c2c[nH]n3c(=O)c(Cc4ccc(Cl)cc4)c(C)nc23)cc1	-5%	?	.	0.0%
12	Cc1ccccc1CSCC(=O)N/N=C/c1cccs1	-5%	-20%	-4%[46.1 µM]	-1.2%
13	OCCC1CN(Cc2ccc(Oc3ncccn3)cc2)CCN1CCc1ccccc1 (stereo not given)	6%	-9%	-11%	0.0%
14	CCOC(=O)C(C)Oc1cccc2c(=O)n(CC(=O)NCc3ccccc3)ccc12 (stereo not given)	-3%	?	11%	1.0%
15	Cc1ccc(CNC(=O)COC(=O)c2ccc(S(=O)(=O)N3CCCC3)cc2)cc1	-4%	-4%	-3%[46.1 µM]	0.7%

cpd	GLA spleen mod	Tau fibril FP	CBFb RUNX1 block	TR SRC2 fluor cs
1	-1%	0%	1%	0%
2	3%	7%	2%[21.7 µM]	0%
3	-3%	6%	-4%	-2%
4	-2%	3%	-16%	0%
5	-5%	-7%	-15%	-2%
6	-6%	-5%	6%	0%
7	3%	?	15%	-3%
8	5%	-4%	3%	-1%
9	-4%	1%	4%	-1%
10	.	3%	.	-2%
11	.	?	.	-1%
12	1%	-8%	-1%	-2%
13	-6%	-4%	-9%	-1%
14	5%	1%	-3%	-1%
15	17%	-2%	-3%	1%

Next part
cpd	SMILES	TRb-SRC2 inh	Tau fluor cs	NPSR antag	Epigenetic reg
16	COC(=O)[C@@]1(Cc2ccc(F)cc2)[C@H]2c3cc(C(=O)N4CCCC4)n(CCO)c3C[C@H]2CN1C(=O)c1ccccc1	1%&-9%	0%&-1%	-16%	-4.3%&6.4%
17	Cc1ccc(C2=NNC(c3cccc(F)c3)S2)cc1 (stereo not given)	5%	-10%	-13%	3.4%
18	CC(C)C(NS(=O)(=O)c1cccs1)C(=O)NCc1ccc2c(c1)OCO2 (stereo not given)	1%	-4%	8%[46.1 µM]	0.8%
19	COC(=O)c1cc(=O)n(CCc2ccc(OC)cc2)c(=Nc2ccc(F)c(Cl)c2)s1	7%	-12%	-10%[46.1 µM]	-1.0%
20	O=C(NCc1ccccc1Cl)C(=O)NCC(c1ccco1)N1CCOCC1 (stereo not given)	0%	-7%	-2%	6.5%
21	Cc1cc(C)n2c(Nc3ccc4c(c3)OCCO4)c(-c3ccc(Cl)cc3)nc2n1	2%	?	.	3.9%
22	CC(C)C(c1nnnn1Cc1ccc(F)cc1)N1CCC(C(N)=O)CC1 (stereo not given)	3%	-1%	6%	0.0%
23	CCOC(=O)Cn1cc2c(c1-c1ccc(Cl)cc1)c(=O)n(C)c(=O)n2C	-6%	-18%	.	-0.2%
24	CCCCSCCCNC(=O)C1CCC(CNS(=O)(=O)c2c(C)cc(C)cc2C)CC1 (stereo not given)	-8%	-13%	.	0.0%
25	CCCC(=O)Oc1ccc(-c2nccc(C(OC)OC)n2)cc1	9%	-7%	-2%	2.6%
26	CCOc1ccccc1N1CC(C(=O)Nc2ccc(C(=O)O)cc2)CC1=O (stereo not given)	-4%	-2%	-2%[46.1 µM]	0.7%
27	CN(C)S(=O)(=O)c1ccc(NC(=O)c2ccc3ncsc3c2)cc1	7%	-15%	1%	0.2%
28	CCCCCC1=CCC/C1=N\NC(=O)c1ccc2c(c1)OCO2	-7%	0%	-4%	2.2%
29	O=C(CCn1ccc2cc(S(=O)(=O)N3CCCC3)ccc21)NCc1cccc(F)c1	1%	-17%	.	0.0%
30	CSCCCNC(=S)N1CCN(S(=O)(=O)c2cccc(C(F)(F)F)c2)CC1	-4%	-18%	-14%	-1.9%

cpd	GLA spleen mod	Tau fibril FP	CBFb RUNX1 block	TR SRC2 fluor cs
16	7%&1%	3%&0%	12%[2.36 µM]	1%&4%
17	1%	-7%	1%	0%
18	11%	-14%	-5%	2%
19	-8%	0%	-2%	-1%
20	-1%	0%	-5%	-2%
21	.	10%	.	-1%
22	1%	-7%	7%	3%
23	.	-7%	.	4%
24	.	-4%	.	-3%
25	-2%	-2%	?	-1%
26	-2%	-4%	7%	-3%
27	-1%	-7%	3%	0%
28	-1%	6%	2%	-2%
29	.	1%	.	-1%
30	0%	2%	3%	-1%

Compound profiles, from the list above. Order of values: TRb-SRC2 inh	Tau fluor cs	NPSR antag	Epigenetic reg	GLA spleen mod	Tau fibril FP	CBFb RUNX1 block	TR SRC2 fluor cs
CN(C)S(=O)(=O)c1ccc(NC(=O)c2ccc3ncsc3c2)cc1 is entered as 7%	-15%	1%	0.2%	-1%	-7%	3%	0%
CC(C)N(Cc1nc(-c2ccccc2)no1)C(=O)c1ccc(Cl)cc1 is entered as -4%	-24%	?	-0.2%	5%	-4%	3%	-1%
CCCCSCCCNC(=O)C1CCC(CNS(=O)(=O)c2c(C)cc(C)cc2C)CC1 (stereo not given) is entered as -8%	-13%	.	0.0%	.	-4%	.	-3%
CSCCCNC(=S)N1CCN(S(=O)(=O)c2cccc(C(F)(F)F)c2)CC1 is entered as -4%	-18%	-14%	-1.9%	0%	2%	3%	-1%

(list continues)
cpd	SMILES	TRb-SRC2 inh	Tau fluor cs	NPSR antag	Epigenetic reg
31	CC(C)Nc1ncnc2ccc(Br)cc12	-2%	5%	11%	-6.1%
32	O=C(COC(=O)CC1CC2CCC1C2)Nc1ccc(F)cc1 (stereo not given)	-2%	-19%	6%	0.0%
33	Cc1ccc(S(=O)(=O)NC(=NC(C)C(=O)O)c2ccccc2)cc1 (stereo not given)	-6%	-1%	7%[46.1 µM]	-1.0%
34	CN(C)c1ccc(-c2nc(N(C)C)c3ccccc3n2)cc1	4%	?	.	3.2%
35	O=C(Cc1cccc2ccccc12)NCCOc1ccccc1F	-4%	-23%	16%	-4.3%
36	Cc1nnc(SCC(=O)Nc2ccc(Br)cn2)[nH]c1=O	-26%	-3%	-10%[46.1 µM]	0.0%
37	CC(C)(C)c1ccc(/C=C2\Oc3c(ccc(O)c3CN3CCN(CCO)CC3)C2=O)cc1	1%	-13%	22%	0.0%
38	O=C(COc1ncnc2ccccc12)N1CCN(S(=O)(=O)c2ccccc2)CC1	5%	-3%	-10%[46.1 µM]	0.0%
39	CCOCCCNC(=O)c1ccc2c(=O)n(CCc3ccc(OC)c(OC)c3)c(=O)[nH]c2c1	0%	-2%	.	-1.3%
40	O=C(CSc1nnc(COc2ccccc2)n1Cc1ccco1)NCc1ccco1	-10%	-3%	-11%[7.67 µM]	0.4%
41	Cn1c(Cn2c3ccccc3c3ccccc32)n[nH]c1=S	2%	-17%	?	-0.7%
42	CCCCCCn1c(SCCC)nc2c1c(=O)[nH]c(=O)n2C	-28%	-2%	14%[46.1 µM]	-8.6%
43	COCCCn1c(SCC(=O)NCc2ccccc2)nc2c(sc3ccccc32)c1=O	-6%	-9%	.	1.3%
44	CC(/C=C1\SC(=S)N(NC(=O)c2ccncc2)C1=O)=C\c1ccccc1	25%	?	-32%	0.9%
45	Cc1ccc(CN(C)C(=O)c2ccc3c(c2)NC(=O)CS3)o1	-3%	-10%	-9%	0.0%
46	CC(=O)c1ccc(-n2c(CCC(=O)O)ccc2-c2cccs2)cc1	-1%&-1%	-16%&-13%	-16%[46.1 µM]	-1.0%&2.1%

cpd	GLA spleen mod	Tau fibril FP	CBFb RUNX1 block	TR SRC2 fluor cs
31	5%	2%	5%	-3%
32	5%	-7%	9%	-3%
33	20%	-5%	0%	-4%
34	?	1%	.	-30%
35	-1%	-11%	5%	-1%
36	-7%	-9%	8%	0%
37	4%	-2%	8%	-4%
38	3%	2%	3%	-4%
39	.	-13%	.	-8%
40	-1%	-15%	-23%	4%
41	-5%	-6%	0%	-1%
42	7%	3%	16%	1%
43	.	-7%	.	-2%
44	-9%	-13%	?	9%
45	-4%	-11%	1%	-4%
46	-2%	-5%&-8%	-1%	0%&-3%

Screens from PubChem BioAssay.
